Assay outcomes as filed in PubChem.
LEDGF integ inh = blockers of LEDGF/p75-dependent integrase strand transfer – biochemical, TR-FRET, high throughput, primary screen | TR-FRET IN-LEDGF/p75 DNA integration, Eu/Cy5 | inhibition, % at 3.7 µM | 0.64% of 370,000 active;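 active = inhibition above the screen-wide mean plus 3 SD, cut at about 13% in these data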;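 also: signal is the Cy5 over europium emission ratio at 671 and 618 nm; 0% = plate median of compound wells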
ASAP1 GAP inh = inhibitors of human ASAP1 ArfGAP activity, primary screen, biochemical, fluorescence polarization | ASAP1-stimulated ARF1 GTP hydrolysis, GDP FP detection | inhibition, % at 16.5 µM | 0.19% of 360,000 active; in the data active = inhibition above about 25%;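 also: 0% = vehicle with enzyme and substrate and 100% = no enzyme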
Target sequence (Q9ULH1 325-724 limits assumed): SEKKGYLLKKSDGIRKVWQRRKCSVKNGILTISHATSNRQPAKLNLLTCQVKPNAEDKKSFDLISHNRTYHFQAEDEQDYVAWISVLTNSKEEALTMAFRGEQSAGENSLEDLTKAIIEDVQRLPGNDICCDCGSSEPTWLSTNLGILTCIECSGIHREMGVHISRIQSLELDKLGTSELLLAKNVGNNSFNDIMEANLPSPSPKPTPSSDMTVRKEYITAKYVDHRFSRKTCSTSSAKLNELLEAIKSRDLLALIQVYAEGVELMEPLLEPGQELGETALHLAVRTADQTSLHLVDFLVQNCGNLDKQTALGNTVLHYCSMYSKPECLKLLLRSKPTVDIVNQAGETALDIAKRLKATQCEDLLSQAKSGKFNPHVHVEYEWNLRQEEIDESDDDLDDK
ADAM10 inh = human ADAM10 inhibitors, primary screen, biochemical, QFRET, HTS; Disintegrin and metalloproteinase domain-containing protein 10 (Homo sapiens), O14672; recombinant ADAM10, EDANS/DABCYL FRET peptide cleavage, 3 h; inhibition, % at 7 µM; 0.62% of 370,000 active;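 active = inhibition above a per-campaign cutoff equal to the mean of compounds falling between control-based bounds plus 3 SD, cut at about 20% in these data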;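 also: 0% = DMSO wells while the 100% control is not disclosed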
TDP2 inh = human TDP2 enzyme inhibitors, primary screen, biochemical, epi absorbance, recombinant enzyme. Tyrosyl-DNA phosphodiesterase 2 (Homo sapiens), O95551. T5PNP hydrolysis, p-nitrophenol absorbance 415 nm. 0.34% of 370,000 active. inhibition, % at 12.8 µM;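 active = inhibition above the mean of all tested compounds plus 3 SD, set per campaign, cut at about 25% in these data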;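 also: 0% = DMSO with enzyme and 100% = buffer with substrate but no TDP2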
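test system = human TDP2 enzyme | input = TDP2 enzyme at 120 nM final | medium = 50 mM Tris-HCl pH 7.5 with Mg2+, KCl, DTT, BSA | also added = T5PNP substrate, 5 mM | times = 2 h at 37 °C | technique = epi absorbance | benchmarks = high control without enzyme, low control DMSO plus TDP2 | replication = each compound tested once, singlicate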
proKLK7 act = proKLK7 zymogen activators, primary screen, biochemical, fluorescence intensity; activation, % at 7 µM; 0.9% of 370,000 active; Kallikrein-7 (Homo sapiens), P49862; purified proKLK7, EDANS-DABCYL substrate fluorescence; 100% is mature enzyme control, 0% vehicle;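 active = activation above the mean of all tested compounds plus 3 SD, computed per campaign excluding outliers beyond control limits, cut at about 13% in these data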
ADAM17 inh = ADAM17 inhibitors, primary screen, biochemical, QFRET; Disintegrin and metalloproteinase domain-containing protein 17 (Homo sapiens), P78536; recombinant ADAM17, EDANS/DABCYL FRET peptide cleavage; inhibition, % at 6.95 µM; 0.83% of 370,000 active; AID 720648, 2013;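 active = inhibition above the mean of compounds lying between control limits plus 3 SD, set per campaign, cut at about 8.5% in these data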;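 also: 0% = DMSO-only wells as the low control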
DDE Tn6 FP inh = inhibitors of Tn6 peptide binding to fibrin DD(E), primary screen, biochemical, fluorescence polarization, human fibrin, Tn6 probe | AID 720509, 2013 | inhibition, % at 8.3 µM | Fibrin DD(E) TRITC-Tn6 fluorescence polarization displacement | 0.21% of 370,000 active | Fibrinogen beta chain (Homo sapiens), P02675;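 active = inhibition above a per-campaign cutoff: mean of compounds within control limits plus 3 SD, cut at about 15% in these data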;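 also: 0% = median of all compound wells on the plate and 100% = blocking peptide control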
ARFGAP1 inhibitor = inhibitors of rat ARFGAP1 GAP activity, primary screen, biochemical, fluorescence polarization, GDP tracer; Arfgap1-stimulated ARF1 GTP hydrolysis, GDP FP detection; inhibition, % at 16.5 µM; 0.26% of 360,000 active;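 active = inhibition above a per-plate limit, mean inhibition of low control wells plus 3 SD, cut at about 25% in these data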;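 also: 0% = DMSO wells with enzyme and 100% = wells lacking Arfgap1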
Target sequence (Q62848 1-136 limits assumed): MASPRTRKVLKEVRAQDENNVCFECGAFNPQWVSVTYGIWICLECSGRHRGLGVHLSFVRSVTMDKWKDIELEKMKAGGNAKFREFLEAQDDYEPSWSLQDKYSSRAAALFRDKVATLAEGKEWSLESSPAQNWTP
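Material: truncated rat Arfgap1 GAP domain; Incubation: compound-enzyme preincubation 20 min, reaction 120 min, detection 60 min, 25 °C; Read-out: percent inhibition of Arfgap1-stimulated GTP hydrolysis; Technique: FP, GDP Alexa 633 tracer displaced from anti-GDP antibody, 620/688 nm; Controls: No-Arfgap1 wells (100%) versus DMSO full-reaction wells (0%); Replication: single well per compound.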
PLC-gamma1 inh = PLC-gamma1 enzyme inhibitors, primary screen, biochemical, fluorescence, purified enzyme. 1-phosphatidylinositol 4,5-bisphosphate phosphodiesterase gamma-1 (Homo sapiens), P19174. fluorogenic substrate. inhibition, % at 12.2 µM. 0.84% of 370,000 active; in the data active = inhibition above about 9.5%
Tn7 DDE FP = inhibitors of Tn7 peptide binding to fibrin DD(E), primary screen, biochemical, fluorescence polarization, human fibrin, Tn7 probe; Fibrinogen beta chain (Homo sapiens), P02675; FP displacement of FITC-Tn7 peptide from fibrin DD(E); 0% = median of compound wells per plate; inhibition, % at 8.3 µM; 0.13% of 370,000 active; AID 720508, 2013;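 active = inhibition above the mean of compounds falling within the control limits plus 3 SD of them, cut at about 14% in these data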;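 also: 0% = plate median of compound wells and 100% = 10 µM Aha-Tn7 peptide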
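Measure: % inhibition scaled between sample-field median and high-control FP; Test system: human fibrin DD(E); Quantity: 2 µM final DD(E) protein; Doses: one dose, 8.3 µM nominal; Schedule: compound with protein 10 min, then 3 h after probe, room temperature; Detection: fluorescence polarization; Medium: Tris buffer with calcium and detergent, pH 7.8.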
* hit, by the source's call.

ARFGAP1 inhibitor	ASAP1 GAP inh	Tn7 DDE FP	TDP2 inh	ADAM10 inh	ADAM17 inh	PLC-gamma1 inh	DDE Tn6 FP inh	LEDGF integ inh	proKLK7 act	structure
4	-5	2	-11	5	-2	4	2	2	-0.2	CC(=O)Nc1ccc(NC(=O)C2CC(=O)N(c3ccc(Cl)cc3)C2)cc1 (stereo unspecified)
-3	-8	2	6	0	2	-2	-5	-1	-0.1	Cc1ccc(NC(=O)CN(C)C(=O)CCC(=O)c2cccs2)cc1
9	9	-1	3	5	2	5	4	4	-0.1	O=C1CCC[C@@H]2[C@H]3CCC[N+]4([O-])CCC[C@@H](CN12)[C@@H]34 (stereo partly specified)
6	-10	-4	-10	-8	-4	0	-4	-5	0.3	CC1CC(C)(C)NC(=S)N1CC(=O)NCc1ccccc1Cl (stereo unspecified)
6	-6	0	0	2	-3	1	-4	-1	-0.6	CCN(CCn1cccn1)C(=O)c1cccc(OC2CCN(S(C)(=O)=O)CC2)c1
-2	-5	-5	-8	8	2	-7	-8	2	0.1	CCOC(=O)CC(=O)CSc1nc2ccccc2c(=O)n1-c1ccc(C(=O)NCCOC)cc1
-16	10	4	-3	-19	-3	3	4	-2	-0.1	O=C(O)C1CCc2nc(NCc3ccccc3)nc(NCc3ccccc3)c2C1 (stereo unspecified)
10	-8	-8	-7	3	2	0	-1	4	0.5	Cc1ccc(NC(=O)CNC(=O)c2cccc(C)c2)nc1
2	17	-4	1	10	6	4	-2	2	-0.7	CC1(C)N=C(N)NC(Nc2cccc(Br)c2)=N1
0	0	-6	-2	-11	-6	-5	0	0	-0.8	COC(=O)c1ccccc1NC(=O)C/C(C)=N/NC(=O)CC#N
9	1	-2	-8	-25	1	1	-3	-3	-0.1	COc1cc(/C=C/CNC[C@H]2O[C@@H](n3cnc4c(=O)[nH]c(N)nc43)[C@H](O)[C@@H]2O)ccc1O
0	-8	-1	0	-9	-8	-3	-4	1	0.3	Cc1ccc(-c2nn3c(C)nnc3c3ccccc23)cc1S(=O)(=O)NC(C)c1ccccc1 (stereo unspecified)
-1	-4	2	7	-17	-9	-24	-3	0	-0.4	Cc1nc2ccc(NC(=O)N(C(C)C)C(C)C)cc2s1
5	9	-3	-12	2	5	5	4	1	-0.2	Cc1ccc(NC(=O)c2ccc([N+](=O)[O-])o2)cc1C
9	12	-8	-15	-172	-39	-456	0	2	0.8	CCN1CCc2c(C#N)c(N3CCCCC3)nc(NCc3ccccc3)c2C1
-16	-2	-3	0	4	0	2	4	2	0.5	CCOC(=O)N1CCC(NCCNC(=O)c2cccc(F)c2)CC1

Entries of single compounds as entered above. Screens in order: ARFGAP1 inhibitor	ASAP1 GAP inh	Tn7 DDE FP	TDP2 inh	ADAM10 inh	ADAM17 inh	PLC-gamma1 inh	DDE Tn6 FP inh	LEDGF integ inh	proKLK7 act
Cc1nc2ccc(NC(=O)N(C(C)C)C(C)C)cc2s1 reads -1	-4	2	7	-17	-9	-24	-3	0	-0.4
COC(=O)c1ccccc1NC(=O)C/C(C)=N/NC(=O)CC#N reads 0	0	-6	-2	-11	-6	-5	0	0	-0.8
CCOC(=O)N1CCC(NCCNC(=O)c2cccc(F)c2)CC1 reads -16	-2	-3	0	4	0	2	4	2	0.5
Cc1ccc(NC(=O)c2ccc([N+](=O)[O-])o2)cc1C reads 5	9	-3	-12	2	5	5	4	1	-0.2

Two neighbouring records out of the list so far:
ARFGAP1 inhibitor	ASAP1 GAP inh	Tn7 DDE FP	TDP2 inh	ADAM10 inh	ADAM17 inh	PLC-gamma1 inh	DDE Tn6 FP inh	LEDGF integ inh	proKLK7 act	structure
9	12	-8	-15	-172	-39	-456	0	2	0.8	CCN1CCc2c(C#N)c(N3CCCCC3)nc(NCc3ccccc3)c2C1
-16	-2	-3	0	4	0	2	4	2	0.5	CCOC(=O)N1CCC(NCCNC(=O)c2cccc(F)c2)CC1

Additional compounds.
ARFGAP1 inhibitor	ASAP1 GAP inh	Tn7 DDE FP	TDP2 inh	ADAM10 inh	ADAM17 inh	PLC-gamma1 inh	DDE Tn6 FP inh	LEDGF integ inh	proKLK7 act	structure
-2	0	5	-3	3	-3	1	5	2	-0.5	c1ccc(Oc2cccc(OCCCn3cncn3)c2)cc1
6	-5	4	-8	5	-2	-2	-3	-2	-1.9	Cc1cccc(-c2cc(C(=O)N/N=C/c3cccnc3)c3ccccc3n2)c1
9	-3	-5	1	-7	-5	-2	3	0	0.1	Cc1cc(Cl)ccc1C(=O)C1CCCN(C(=O)c2cccnc2C)C1 (stereo unspecified)
3	-5	-2	0	-5	-2	5	-11	-8	-0.3	Cc1cccc(NC(=O)Cn2c(O)c(N=NC(N)=S)c3ccccc32)c1
-7	1	7	4	-6	-2	-3	4	-4	0.3	N#Cc1ccc(C(=O)Nc2ccn(-c3ccccc3)n2)cc1
-9	-11	0	9	-6	-2	-3	-1	-2	-0.3	O=C1C(=C(O)c2ccccc2)C(=O)c2ccccc21
10	-5	5	4	-11	-4	1	1	0	0.0	CCOC(=O)c1ccc(NC(=O)C23CCC(C)(C(=O)O2)C3(C)C)cc1 (stereo unspecified)
